Assay outcomes from PubChem BioAssay.
Exocytosis inh = LAMP-1 surface exposure blockers, TALL-104 cells – cell-based, flow cytometry, MLPCN library, primary screen. TALL-104 LAMP-1 surface exposure; cells stimulated with thapsigargin and PMA. inhibition, % at 10 µM. 360,000 tested, 0.66% active;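 active = inhibition above about 55%, limit read from the data; inconclusive = no clear call, values can overlap the other calls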
HTR2A ag = mouse Htr2a agonists via beta-arrestin recruitment, primary screen, cell-based, luminescence; 5-hydroxytryptamine receptor 2A (Mus musculus), P35363; CHO-K1 mHTR2A beta-arrestin complementation; percent of 30 µM serotonin response; activation, % at 7.6 µM; 360,000 tested, 0.66% active;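 active = activation above a run cutoff, the mean activation of all tested compounds plus 3 SD, cut at about 14% in these data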;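 also: 0% = plate median of compound wells and 100% = 30 µM serotonin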
PDI inh = inhibitors of human PDI, primary screen, biochemical, turbidity, single point, plate reader | Protein disulfide-isomerase (Homo sapiens), P07237 | PDI insulin aggregation turbidity, A650, 90 min | inhibition, % at 10 µM | 350,000 tested, 0.052% active | AID 588391, 2011;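 active = mean inhibition across replicates of 30% or more, whatever share of single replicates reach that level; inconclusive = mean inhibition below 30% while every single replicate reaches 30%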;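 also: absorbance from insulin aggregation driven by PDI reduction with DTT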
Glyco luc inh = increase of ERlucT glycosylation luciferase signal, primary screen, N-linked glycosylation inhibitor project, D54 ERlucT cells, luminescence, set 2; D54 ERlucT glycosylation luciferase reporter, 24 h; percent of 100 nM tunicamycin response; reporter increase, % at 12.5 µM; 360,000 tested, 0.23% active; AID 588692, 2011;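 active = mean luciferase reporter signal, scaled so untreated is 0 and the glycosylation-blocking control 100, at or above a set limit in every replicate; inconclusive = mean reaches the limit but not every replicate does; inactive = mean below the limit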;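 also: luciferase carries N-glycosylation sites so blocking glycosylation raises the light; 0% = median of neutral control wells and 100% = median of 100 nM tunicamycin wells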
aDG glyco act = activators of alpha-DG glycosylation, primary screen, uHTS, Pro5-aDG cells, AlphaScreen. 360,000 tested, 0.22% active. activation, % at 10 µM. alpha-DG glycosylation AlphaScreen (IIH6); 0% Pro5, 100% B10-LARGE cell signal;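 active = activation of at least 8% versus controls, or a plate z-score of at least 8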;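 also: Pro5 are CHO cells carrying HIG-tagged alpha-DG that lacks glycosylation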
Cardio protect = cardioprotection against H2O2-induced cell death, primary screen, uHTS, H9c2 cells, ATPLite luminescence. 360,000 tested, 0.63% active. protection from H2O2 cell death, % at 20 µM. H9c2 cardiomyocytes, H2O2 injury protection, 2 h;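 active = compounds giving at least 50% protection of heart cells from peroxide-induced death in the single-dose screen, raw or plate-pattern-corrected value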;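 also: 0% = DMSO wells with peroxide and 100% = DMSO wells without peroxide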
iPSC survival up = enhancers of single-cell hiPSC survival, primary screen, ATPlite luminescence; 100% = ROCK inhibitor wells, 0% = DMSO; survival enhancement, % at 20 µM; 360,000 tested, 0.044% active; in the data active = survival enhancement above about 18%;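 also: cells exposed to compounds for 16 hours before the ATP read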
ABCB6 inh 2 = ABCB6 transporter inhibitors, primary screen, K562-ABCB6 cells, flow cytometry, MLPCN library | ATP-binding cassette sub-family B member 6 (Homo sapiens), Q9NP58 | K562-ABCB6 porphyrin accumulation, 1 h; active compounds read low | fluorescence ratio to DMSO, % at 10 µM | 360,000 tested, 0.19% active | AID 602162, 2011;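 active = fluorescence ratio to DMSO below 75%, the collection mean minus 3 SD; inconclusive = too few cells collected in the well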;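 also: signal is porphyrin accumulated inside mitochondria; 100% equals median channel fluorescence of DMSO control wells; lower ratio means ABCB6 inhibition with less porphyrin fluorescence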
Target sequence (Q9NP58 whole entry, looked up): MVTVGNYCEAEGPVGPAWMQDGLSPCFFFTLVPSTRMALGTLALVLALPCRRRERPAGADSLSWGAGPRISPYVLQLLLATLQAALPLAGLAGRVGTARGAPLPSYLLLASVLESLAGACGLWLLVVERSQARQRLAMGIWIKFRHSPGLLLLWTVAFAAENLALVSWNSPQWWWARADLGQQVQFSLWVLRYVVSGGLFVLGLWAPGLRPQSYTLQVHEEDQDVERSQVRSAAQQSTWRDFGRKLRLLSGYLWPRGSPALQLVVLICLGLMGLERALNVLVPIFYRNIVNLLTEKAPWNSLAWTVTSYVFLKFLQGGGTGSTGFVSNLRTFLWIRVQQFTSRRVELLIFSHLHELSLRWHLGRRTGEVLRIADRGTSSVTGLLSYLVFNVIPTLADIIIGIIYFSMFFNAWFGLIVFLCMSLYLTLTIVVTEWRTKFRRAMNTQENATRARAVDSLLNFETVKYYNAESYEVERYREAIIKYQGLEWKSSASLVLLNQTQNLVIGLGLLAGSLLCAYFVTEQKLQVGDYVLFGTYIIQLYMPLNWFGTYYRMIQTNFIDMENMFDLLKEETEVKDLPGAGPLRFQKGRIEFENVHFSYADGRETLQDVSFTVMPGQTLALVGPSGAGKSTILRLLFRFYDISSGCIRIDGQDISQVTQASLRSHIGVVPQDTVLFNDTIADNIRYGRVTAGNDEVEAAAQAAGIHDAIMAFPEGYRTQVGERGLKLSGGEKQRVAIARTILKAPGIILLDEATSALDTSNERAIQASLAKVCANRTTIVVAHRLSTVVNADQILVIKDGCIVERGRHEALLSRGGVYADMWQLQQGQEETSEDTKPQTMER
Vif imaging = HIV Vif self-association inhibitors, primary screen, imaging, HEK293T, single point; inhibition, % at 7.49 µM; HEK293T cells, Vif self-association by quenched fluorescence, 24 h; AID 602346, 2012; 340,000 tested, 0.35% active; in the data active = inhibition above about 50%, passing the limit was not always enough; inconclusive = no clear call, values can overlap the other calls; inactive = below about 31%; also: some results filed as inactive read as strong as hits
CaV13 ICDI inh = Primary screen for inhibitors of IQ motif and Ca2+-dependent inactivation inhibitor domain binding in CACNA1D, Förster resonance energy transfer in living cells, …; HEK cells, CFP/YFP FRET ICDI-IQ, plate reader, 10 min; percent FRET-ratio fall versus neutral wells; inhibition, % at 12.3 µM; 340,000 tested, 0.098% active;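 active = mean replicate inhibition of at least 30% and at least 1% of replicates passing that level; inconclusive = only one of the two criteria is met; inactive = neither criterion is met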;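 also: 0% = median of the neutral control wells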
Numbers without * were called inactive; ? = inconclusive; · = not tested or not shown.

SMILES	Exocytosis inh	HTR2A ag	PDI inh	Glyco luc inh	aDG glyco act	Cardio protect	iPSC survival up	ABCB6 inh 2	Vif imaging	CaV13 ICDI inh
O=C(CSc1nnc2ccc(-c3ccccn3)nn12)NCCc1ccccc1	-3	-2	0	1	-0.3	18	-0.4	97	4	-7
COc1cccc(N2C(=O)CC(N3CCC(C(N)=O)(N4CCCCC4)CC3)C2=O)c1 (centres undefined)	0	2	9	3	0.0	-3	-1.0	88	-4	-6
COc1ccccc1/C=C/CN1CCN(Cc2ccc(C)o2)C(CCO)C1 (centres undefined)	-4	-6	-8	4	0.0	-2	0.0	96	-1	-6
COc1cccc(C2CC(c3ccccc3Cl)Nc3ncnn32)c1 (centres undefined)	4	5	3	5	-0.1	3	1.5	94	-2	-6
F[B-](F)(F)COc1ccccc1	-4	2	-5	1	0.2	7	-1.4	102	-1	-3
COc1ccc(CC(=O)Nc2c3c(nn2C(C)(C)C)CS(=O)(=O)C3)cc1	-2	2	0	0	-0.2	2	-0.4	87	-13	-2
Cc1ccc(OC(=O)c2ccccc2P(=O)(O)O)cc1	0	-3	-9	1	-0.2	6	0.7	100	-2	-8
CC(C)(C)C1CCC(=NNC(=O)CN(c2ccccc2)S(=O)(=O)c2ccccc2[N+](=O)[O-])CC1 (centres undefined)	1	-3	14	-1	0.0	-5	-0.5	92	-5	-15
C=CCNc1sc(C(=O)C2CC2)c(N)c1C#N	-4	-3	-8	-1	0.1	7	0.8	203	·	0
Cc1ccc(S(=O)(=O)NCCC(=O)NCC(c2cccs2)N(C)C)cc1 (centres undefined)	2	2	-4	3	-0.1	11	-0.4	87	-2	-5
C=CCOC(=O)CCCCCCCC	1	2	·	1	0.0	16	-2.4	103	8	·
CCN(CC)CC(=O)Nc1ccc(C)cc1C(=O)c1ccccc1	8	-2	20	-2	-0.1	-2	-0.6	96	-1	-3
O=C(Nc1ccc(S(=O)(=O)Nc2ccnn2-c2ccccc2)cc1)C(F)(F)F	-6	0	1	0	0.1	10	-0.8	100	-6	-4
COc1ccc(CC(=O)NC(C)c2nnc(SCc3nc4ccccc4c(=O)[nH]3)n2C)cc1 (centres undefined)	-5	-3	1	-1	-0.1	18	-1.0	97	?	-6
COc1ccc(-n2cc(CNCc3cccnc3)c(-c3cccc(F)c3)n2)cc1	7	0	10	-7	0.4	13	-0.1	95	-5	5
CC(=O)c1cccc(NC(=O)c2cc(C(C)C)on2)c1	-4	-2	·	-6	0.1	-8	-1.8	95	-7	-7
COc1cccc(CN2CCN(Cc3ccccc3C(F)(F)F)CC2)c1	14	-3	-6	1	0.3	2	0.0	101	4	-5
O=C(COC(=O)/C=C/c1ccccc1)NCc1ccc(Cl)cc1	-2	0	-14	1	0.0	0	2.6	98	-5	-6
CC(=O)N1CCN(c2ccc(S(=O)(=O)N3CCCCC3)cc2[N+](=O)[O-])CC1	-1	1	0	2	0.3	-3	-1.5	99	36	-10
CCOC(=O)c1cccc(NC(=O)Cn2nc(C)n3cccc3c2=O)c1	11	2	-2	-1	0.0	13	-0.2	105	-2	-1
CC(NCC(=O)NCCc1ccc(S(N)(=O)=O)cc1)c1ccc(F)cc1 (centres undefined)	-2	7	4	2	-0.6	7	0.8	102	2	-6
CC1(C)CSC(C)(C)C(=O)N1	7	3	5	0	-0.4	-2	1.3	100	15	-5
COC[C@H]1CCCN1c1ccc2c(c1)O[C@@H](COCc1ccccc1)CN([C@@H](C)c1ccccc1)S2(=O)=O	0	-4	·	·	0.0	·	-1.0	101	·	-8
C=CCNC(=S)NNC(=O)c1cccc(Br)c1	-1	0	2	1	-0.2	5	2.9	96	-1	-3
Cc1nc2ccccc2n1Cc1ccccc1	1	1	-2	-3	0.3	-9	-0.4	98	-23	-2
Additional records
SMILES	Exocytosis inh	HTR2A ag	PDI inh	Glyco luc inh	aDG glyco act	Cardio protect	iPSC survival up	ABCB6 inh 2	Vif imaging	CaV13 ICDI inh
O=C(Nc1ccc(Cl)cc1)c1cc2nc(C3CC3)cc(C(F)(F)F)n2n1	-2	4	-6	0	-0.1	-4	5.2	102	11	-5
COc1ccccc1/C=C\C=N\NC(=O)c1ccco1	-1	-1	6	1	0.0	8	-0.7	99	·	-6
COc1cccc(C(=O)/C=C2\NCCc3cc(OC)c(OC)cc32)c1	-12	-6	1	-3	0.1	22	-0.6	101	-13	-3
CN(CCc1ccccc1)C(=O)c1ccc(NC(=O)Cc2ccc(NC(=O)C3CCCN(S(=O)(=O)c4cccc([N+](=O)[O-])c4)C3)cc2)cc1 (centres undefined)	-3	0	1	-1	-0.1	-11	-0.2	104	-11	-6
C[C@@H]1CN([C@@H](C)CO)C(=O)CCCn2nncc2CO[C@H]1CN(C)S(=O)(=O)c1ccc2ccccc2c1	-4	2	3	2	0.5	-2	-1.0	94	6	-6
Cc1nc2ccccc2n1/N=C/c1cccnc1	0	-1	-1	2	0.7	4	-0.2	98	-6	·
CC(C)c1ccccc1NC(=O)c1cccc(NC(=O)c2ccccc2)c1	1	-3	3	0	0.5	0	0.1	104	16	-2
CCCCOc1nc2c(c(=O)n(C)c(=O)n2C)n1C	2	-5	3	4	0.2	3	0.2	96	-4	-11
CCc1nc(N)c(C#N)c(-c2ccc(OC)c(OC)c2)c1C	0	2	-5	0	-0.1	4	0.9	99	-18	-4
O=C(CSc1nc(NS(=O)(=O)c2ccccc2)cc(=O)[nH]1)Nc1ccccc1Cl	-3	-7	-6	2	0.1	0	-0.8	99	1	-7
OC(c1ccccc1)c1ncc(-c2cccc(OCc3ccccc3)c2)[nH]1 (centres undefined)	-1	-7	-2	-3	0.0	-11	-0.9	98	·	-7
O=C(O)c1cc2ccc(O)cc2oc1=O	-1	2	-4	2	0.0	2	-2.7	95	-4	14
Fc1cnc(N2CCOCC2)nc1N1CCc2ccccc21	-4	5	-2	-3	0.2	3	-1.5	121	14	-5
CCOc1ccccc1N1C(=O)c2ccc(S(=O)(=O)c3ccc(C(=O)O)cc3)cc2C1=O	-3	-2	-9	1	0.1	-1	-0.1	98	2	-3
O=C(OCc1nnc(-c2ccccc2)o1)c1cc(=O)[nH]c2ccccc12	-13	2	-1	1	0.3	4	-0.5	96	-6	-1
O=S1(=O)N=C(N2CCCC2)c2ccccc21	1	1	3	1	-0.1	4	0.4	95	-2	-2
CC1=C(C(=O)N2CCOCC2)C(c2cccc(C)c2)NC(=S)N1 (centres undefined)	-9	-2	-15	2	0.0	3	11	96	5	-5
O=C1CC(C(=O)Nc2ccc(C(=O)N3CCOCC3)cc2)C2(CCCCC2)O1 (centres undefined)	0	1	13	0	-0.1	4	0.1	101	-4	0
NC(=O)c1cc([N+](=O)[O-])c(Cl)cc1NCc1ccncc1	-8	1	-7	-3	0.2	6	-1.5	97	8	-5
COC(=O)c1ccccc1S(=O)(=O)N1CCC(C(=O)Nc2ccccc2N2CCOCC2)CC1	12	-1	2	0	0.3	5	-0.8	96	-4	-16
CC/C(O)=C1\C(=O)CCCC1=NCCc1nc2ccccc2[nH]1	2	6	3	1	-0.2	11	1.0	94	-4	·
C=CCN(CC=C)CCOc1ccccc1	-12	-1	0	2	-0.1	-12	-0.4	101	-5	-5
Cc1cccc(NC(=O)CCN2CC(C)CC(C)C2)c1 (centres undefined)	1	1	7	1	0.0	0	0.1	106	-1	-2
O=C1[C@@H]2[C@H](C(=O)N1Cc1cccnc1)[C@H]1C=C[C@@H]2C1	3	3	25	6	-0.3	4	-3.0	100	13	-8
O=S1(=O)CC(N2CCSCC2)CN1Cc1cn(Cc2ccc(C(F)(F)F)cc2)nn1 (centres undefined)	-11	4	·	·	0.7	·	0.4	98	·	-3
(further entries)
SMILES	Exocytosis inh	HTR2A ag	PDI inh	Glyco luc inh	aDG glyco act	Cardio protect	iPSC survival up	ABCB6 inh 2	Vif imaging	CaV13 ICDI inh
Cc1c(C)n(C)c2ccc(C(=O)NCCCN3CCN(c4ccccc4F)CC3)cc12	1	-10	-1	-1	0.4	-3	-0.5	103	10	-12
CCC(Oc1ccccc1)C(=O)Nc1nc2c(s1)C(=O)CC(C)(C)C2 (centres undefined)	-1	-3	-3	1	0.0	-8	1.3	94	·	-4
Cc1ccc(S(=O)(=O)Nc2cccc(C(=O)NCc3ccccn3)c2)cc1F	22	5	3	0	-0.1	6	-0.4	95	-1	-5
CC1CCC(C(=O)NC(C(=O)NCCCN2CCOCC2)C(C)C)CC1 (centres undefined)	1	-1	6	2	0.1	1	0.7	95	2	-5
CCOCCn1c(CN2CCCC(C)C2)nc2c1c(=O)n(C)c(=O)n2C (centres undefined)	-1	0	·	0	0.0	9	6.7	102	18	-3
O=C(Nc1cccc2ccccc12)N1CCN(c2ccc(F)cc2)CC1	-1	0	8	-2	0.1	3	-0.6	108	-6	·
Cc1ccccc1CS(=O)(=O)Cc1ccc(C(=O)NC2CCCC2)o1	-2	1	3	-1	0.2	11	-0.5	102	5	-7
O=c1[nH]c2ccc(S(=O)(=O)N3CCN(c4ccccc4)CC3)cc2[nH]c1=O	-1	-7	-1	-1	0.1	-3	2.1	103	3	-9
Cc1ccc(S(=O)(=O)/N=C(/Nc2cccc(C(=O)O)c2)c2ccccc2)cc1	5	1	6	4	-0.2	0	-0.4	96	?	-3
COc1ccc(-n2nc(C(=O)NCc3ccco3)c3c4ccccc4n(C)c3c2=O)cc1Cl	0	1	-11	2	-0.4	-2	5.8	93	-19	-8
Cc1nnc(N2C(=O)C(O)=C(C(=O)c3ccco3)C2c2cccc3ccccc23)s1 (centres undefined)	6	2	0	-2	0.2	1	-0.2	99	6	-16
Cn1c(NC(=O)c2ccccc2Br)cc(=O)n(C)c1=O	-2	5	4	0	-0.1	-7	0.6	102	6	-7
CC(C)C(C)NC(=O)COc1ncnc2ccccc12 (centres undefined)	4	-2	3	0	-0.3	5	-2.4	91	3	-5
Cc1nn(C)c(C)c1/C=C(/C(=O)C(C)(C)C)n1cncn1	-4	5	-1	-2	0.4	0	-0.4	89	-4	-3
CCOc1cccc2sc(=NC(=O)CCS(=O)(=O)c3ccccc3)n(CC)c12	15	3	3	-4	0.2	2	-0.1	93	-6	-6
O=C(CN1C(=O)c2ccccc2S1(=O)=O)NCc1ccco1	-2	-2	9	0	-0.3	3	-1.1	100	0	-2
COC(=O)CCS(=O)(=O)c1ccc(NC(C)=O)cc1	2	1	3	2	-0.2	4	-0.6	92	4	-8
